ERAP1 HTS inh – inhibitors of human ERAP1 aminopeptidase; Q9NZ08; recombinant ERAP1, Leu-AMC fluorescence, 60 min; inhibition, % at 10.7 µM; 340,000 compounds, 0.15% hits;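 active = mean replicate inhibition of at least 30%, or all replicates individually reaching that 30% level; inactive = mean below 30% and not every replicate reaching it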;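 also: 0% = neutral control wells and 100% = L-leucinethiol positive control wells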
GSIS activator – GLuc luminescence reporter in INS-1E cells, primary screen for activators of glucose-dependent secretion of insulin | INS-1E GLuc reporter insulin secretion, 2-3 h | activation, % at 16.6 µM | 370,000 compounds, 0.61% hits;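 active = lowest replicate activation of at least 40%, so every replicate reaches that level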;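 also: 0% = median of neutral control wells and 100% = median of IBMX positive control wells; some compounds called inactive have numbers as strong as hits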
RAD54 branch – RAD54 (human) branch migration inhibition; RAD54 Holliday junction branch migration, FAM/BHQ fluorescence; Q92698; AID 602329; inhibition, % at 10.4 µM; 360,000 compounds, 0.14% hits;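 active = mean normalized replicate activity at least 40 and at least half of replicates scoring 40 or more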;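 also: 0% = median of neutral control wells and 100% = median of positive control wells; inhibitors cause a drop in the FAM fluorescence signal; in these data hits start at about 50%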
ARNT TACC3 PPI – disrupts binding between human ARNT and TACC3 | Q9Y6A5 | AID 623870 | AlphaScreen His-ARNT PAS-B/GST-TACC3 binding, luminescence; TACC3 fragment carries E629A point mutation | inhibition, % at 9.99 µM | 390,000 compounds, 0.66% hits;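 active = mean inhibition of replicates at least 50% and at least half of replicates each reaching 50%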;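 also: 0% = complete ARNT plus TACC3 wells and 100% = ARNT alone without TACC3; many hits fall short of the cut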
esBAF inh – SWI/SNF esBAF complex inhibition. reporter increase, % at 12.5 µM. mouse ES cells, Bmi1-luciferase knock-in reporter, 24 h; 100% = twice the neutral-well signal. 350,000 compounds, 2% hits; in the data active = activation above about 40%;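 also: 0% = median of the plate's neutral control wells and 100% = double that signal; a rise in the Bmi1 reporter signal indicates esBAF inhibition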
XiGFP reactiv – activators of X-chromosome reactivation in mouse fibroblasts. 360,000 compounds, 0.055% hits. activation, % at 7.58 µM. AID 743238. XiGFP mouse fibroblasts, % GFP-positive cells imaging, 3 d; cells co-treated with 5-aza-dC sensitizer; scaled so ellipticine positive control = 100%;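 active = mean normalized replicate activation at least 10% and every replicate at or above 10%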;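 also: 0% = median of on-plate neutral control wells and 100% = ellipticine 6 µM median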
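System: 68-5-11 XiGFP fibroblast line | Buffer or medium: DMEM containing 5-aza-dC | Compound: Single point | Times: Compounds 3 days, fix/stain 15 min at room temperature | Benchmarks: Positive control ellipticine, 6 µM final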
F508del corr – CFTR F508del correction in bronchial cells; CFBE cells, YFP halide quenching; stimulated with forskolin plus potentiator P3; % fluorescence drop versus neutral controls; activity (quench increase), % at 7.58 µM; 350,000 compounds, 0.36% hits; AID 720511;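 active = mean added fluorescence quench of at least 8% versus neutral control, with both replicates also reaching 8%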;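 also: cells transiently co-express mutant CFTR-F508del with the halide-sensitive YFP; corrector assay measuring rescue of mutant channel to the surface after 24 h compound exposure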
RAD52 inh – inhibitors of human RAD52 DNA annealing; recombinant RAD52 DNA annealing, FRET fluorescence; inhibition, % at 18.7 µM; 360,000 compounds, 0.46% hits; AID 651710;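 active = every replicate showing at least 50% inhibition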
Target sequence (P43351 whole entry, looked up): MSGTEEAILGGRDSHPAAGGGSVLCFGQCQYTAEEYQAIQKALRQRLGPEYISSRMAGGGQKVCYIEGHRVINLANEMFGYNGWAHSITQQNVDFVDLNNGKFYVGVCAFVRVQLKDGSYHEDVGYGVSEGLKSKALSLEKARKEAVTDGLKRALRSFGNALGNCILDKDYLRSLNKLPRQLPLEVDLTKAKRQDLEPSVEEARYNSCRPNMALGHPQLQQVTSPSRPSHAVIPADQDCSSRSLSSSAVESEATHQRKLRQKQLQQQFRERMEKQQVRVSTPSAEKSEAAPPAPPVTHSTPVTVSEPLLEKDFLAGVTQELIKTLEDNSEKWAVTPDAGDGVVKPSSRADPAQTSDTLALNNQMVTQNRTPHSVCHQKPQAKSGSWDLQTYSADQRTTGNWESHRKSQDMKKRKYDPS
* marks the source's active call; other numbers are inactive results; · = no result given; & = joins results of further samples.

Under each structure – ARNT TACC3 PPI, esBAF inh, ERAP1 HTS inh, XiGFP reactiv, RAD52 inh, F508del corr, RAD54 branch, GSIS activator
> COc1ccccc1C(=O)Nc1ccc2c(c1)nc(CCNC(C)=O)n2C
    -4, 9, -3, ·, -3, ·, 0, 1
> COc1ccc2c3c(n(C)c2c1)[C@@H](CO)N(C(=O)CC1CC1)CC31CCN(C(=O)C2CC2)CC1
    ·, ·, 2, 0.0, 8, -0.3, ·, -1
> CC(C)NC(=O)N(C)C[C@@H]1Oc2ncc(-c3cccc(C(F)(F)F)c3)cc2C(=O)N([C@H](C)CO)C[C@@H]1C
    2, -1, 0, -1.1, -4, -0.5, -3, 0
> CCCc1c(-c2ccccc2Br)ncn1Cc1ccccc1OC
    ·, ·, -5, -0.2, -21, 2.4, ·, -10
> COc1ccc2c3c(n(C)c2c1)[C@H](CO)N(C(=O)C1CCC1)CC31CCN(C)CC1
    ·, ·, 1, 0.3, 6, -2.3, ·, 23
> O=C(C[C@@H]1C=C[C@@H](NC(=O)c2ccncc2)[C@@H](CO)O1)Nc1ccc(-c2ccccc2)cc1
    ·, ·, 0, -0.5, -3, -2.4, ·, 5
> CCOC(=O)c1cnc2c(ccc3ccccc32)c1N
    -4, 45*, 1, 0.0, -11, -1.3, -8, -3
> C=CCN(C(=O)C1CSC2(C)CCC(=O)N12)c1nc(-c2ccccc2)cs1 (stereo not given)
    3, ·, -4, -0.1, -32, -2.7, -1, -14
> Cc1c(C)c2ccc(OCC(=O)Nc3ccccc3C(N)=O)cc2oc1=O
    -4, 14, -1, ·, -6, -0.7, -10, 7
> O=C(OC(C(=O)Nc1ccc([N+](=O)[O-])cc1Br)c1ccccc1)c1ccccc1 (stereo not given)
    -1, -5, 4, 0.1, -10, 0.0, ·, 7
> COc1ccc(OC)c(S(=O)(=O)N2CCN(c3c(C)cccc3C)CC2)c1
    0, 5, -6, 0.1, -22, -4.1, 3, ·
> Cc1ccc(C(=O)Nn2cnnc2)cc1
    1, -5, -7, 0.1, -9, -0.6, -9, 6
> COC(=O)c1ccc(C)c(NC(=O)Cn2c(C)csc2=O)c1
    -12, 0, 1, -0.1, -11, 0.2, 5, -6
> O=C(C[C@@H]1C=C[C@H](NC(=O)NC2CCCCC2)[C@@H](CO)O1)NCc1ccccc1
    -6, 5, -2, -0.2, -14, 2.9, -2, 4
> CCc1cccc(CN2CCC(CNC(=O)Nc3ccc(Cl)cc3)CC2)c1
    2, -4, -5, -0.7, -1, 0.7, ·, -31
> CCOCC(=O)Nc1cccc(Br)c1
    -26, -3, ·, ·, ·, ·, 11, 8
> COc1ccccc1NC(=O)Nc1cc(C(C)C)ccc1C
    2, 5, -25, 0.2, -11, -1.1, -4, 2
> COc1cc(OC)cc(C(=O)Nc2ccc(C(=O)Nc3ccccc3OC)cc2)c1
    -4, -4, 0, 0.3, -25, 0.0, 0, 15
> CCN1[C@H](C(=O)N(C)C)[C@@H](CO)[C@@H]2Cn3c(ccc(/C=C/c4ccccc4)c3=O)[C@@H]21
    0, 3, 1, 0.6, -7, 7.5, 6, 3
> O=C(N1CCOCC1)N1CCN(S(=O)(=O)c2cccc([N+](=O)[O-])c2)CC1
    -4, -3, -3, 0.0, -52, 0.8, 8, 13

Given comma-delimited: part of the list above.
Compound,ARNT TACC3 PPI,esBAF inh,ERAP1 HTS inh,XiGFP reactiv,RAD52 inh,F508del corr,RAD54 branch,GSIS activator
Cc1ccc(C(=O)Nn2cnnc2)cc1,1,-5,-7,0.1,-9,-0.6,-9,6
O=C(C[C@@H]1C=C[C@@H](NC(=O)c2ccncc2)[C@@H](CO)O1)Nc1ccc(-c2ccccc2)cc1,·,·,0,-0.5,-3,-2.4,·,5
CCc1cccc(CN2CCC(CNC(=O)Nc3ccc(Cl)cc3)CC2)c1,2,-4,-5,-0.7,-1,0.7,·,-31
CCCc1c(-c2ccccc2Br)ncn1Cc1ccccc1OC,·,·,-5,-0.2,-21,2.4,·,-10
C=CCN(C(=O)C1CSC2(C)CCC(=O)N12)c1nc(-c2ccccc2)cs1 (stereo not given),3,·,-4,-0.1,-32,-2.7,-1,-14
CCOCC(=O)Nc1cccc(Br)c1,-26,-3,·,·,·,·,11,8

(more compounds)
Under each structure – ARNT TACC3 PPI, esBAF inh, ERAP1 HTS inh, XiGFP reactiv, RAD52 inh, F508del corr, RAD54 branch, GSIS activator
> CC1CCC(NC(=O)CN(C)CC(=O)Nc2ccc(F)cc2)CC1 (stereo not given)
    -7, 7, 4, -1.0, -3, -2.3, -13, ·
> COc1ccc(C(=O)OC(C)CN2CCN(C)CC2)cc1 (stereo not given)
    -6, 6, 2, 0.1, -6, 1.3, -10, 5
> CC(=O)OC1c2ccccc2C(=O)N1Cc1ccccc1Cl (stereo not given)
    0, -2, 6, 0.0, -7, 1.4, 5, 14
> CC(C)c1ccc(NC(=O)CSc2n[nH]c(=O)n2Cc2ccco2)cc1
    ·, ·, 0, 0.4, 2, 0.8, 9, -24
> Cc1cccc(OCC(=O)N2CCC3(CC2)CC(=O)c2ccccc2O3)c1
    1, 17, 4, 0.2, -7, 0.1, 5, -13
> CC(C)NC(=O)Nc1ccc2c(c1)C(=O)N([C@@H](C)CO)C[C@H](C)[C@H](CN(C)C(=O)NC1CCCCC1)O2
    -7, -1, 6, -0.1, -4, 0.8, -1, 8
> CCOC(=O)c1cnc2ccc(C)cc2c1Sc1ccc(F)cc1
    1, 32, ·, ·, ·, ·, 0, 18
> COc1cccc(CNCc2cccc(Br)c2)c1OC
    8, ·, 2, 0.0, -19, 1.4, ·, 21
> FC(F)(F)c1cccc(N2CCC(N=CN3CCCCCC3)=N2)c1
    -1, 0, -3, 0.1, -17, 0.6, ·, 1
> COc1ccc(NC(=O)Nc2cccc3ccccc23)c(OC)c1
    -6, 0, 1, 0.0, -7, 2.3, 0, 7
> CCN(CC)CCn1c2c(c(SCC(=O)Nc3ccccc3Cl)nc1=O)CCCC2
    ·, ·, 1, 0.0, -1, -2.2, ·, 11
> Cc1ccc(S(=O)(=O)N(C)C[C@@H]2Oc3c(NC(=O)CCCCCC(=O)Nc4ccccc4N)cccc3C(=O)N([C@@H](C)CO)C[C@@H]2C)cc1
    ·, ·, 1, -0.2, -24, 1.2, ·, 5
> Cn1c(CNC(=O)c2ccc(Cl)cc2)nnc1SCC(=O)Nc1sc2c(c1C#N)CCCC2
    1, 0, ·, ·, ·, ·, 0, 56
> Cc1c(C(=O)N2CCOCC2)oc2ccccc12
    -5, 6, -1, 0.0, -4, 1.9, -1, 6
> NC(CO)C(=O)NNCc1ccc(O)c(O)c1O (stereo not given)
    57*, 7&-6, 3, 0.0, 18, -2.1, -5&3, -9
> C[C@@H]1CN([C@@H](C)CO)C(=O)c2cccc(NC(=O)Nc3ccc(F)cc3)c2O[C@H]1CN(C)Cc1ccc(-c2ccccc2)cc1
    -1, 1, 2, 0.0, 6, -4.5, -4, -11
> O=C(c1nnc(-c2ccncc2)o1)c1ccccc1Cl
    5, 2, 0, ·, -11, ·, -3, 13
> Clc1ccc(-c2nnc(SCc3nc4ccccc4s3)o2)cc1
    -4, ·, -1, 0.3, -54, 0.5, ·, 8
> Cc1ccccc1C(=O)NNC(=O)Cc1ccccc1
    3, 1, ·, ·, ·, ·, 4, 17
> COc1ccccc1NC(=O)C1CCC(CNc2c(N3CCCCC3)c(=O)c2=O)CC1 (stereo not given)
    -4, 0, 1, 0.0, -1, 1.4, 6, -6

Compounds above that have two or more sulfur atoms (three):
Under each structure – ARNT TACC3 PPI, esBAF inh, ERAP1 HTS inh, XiGFP reactiv, RAD52 inh, F508del corr, RAD54 branch, GSIS activator
> C=CCN(C(=O)C1CSC2(C)CCC(=O)N12)c1nc(-c2ccccc2)cs1 (stereo not given)
    3, ·, -4, -0.1, -32, -2.7, -1, -14
> Cn1c(CNC(=O)c2ccc(Cl)cc2)nnc1SCC(=O)Nc1sc2c(c1C#N)CCCC2
    1, 0, ·, ·, ·, ·, 0, 56
> Clc1ccc(-c2nnc(SCc3nc4ccccc4s3)o2)cc1
    -4, ·, -1, 0.3, -54, 0.5, ·, 8

The results go on.
Under each structure – ARNT TACC3 PPI, esBAF inh, ERAP1 HTS inh, XiGFP reactiv, RAD52 inh, F508del corr, RAD54 branch, GSIS activator
> CC(=O)c1ccc(NC(=O)Nc2ccc([N+](=O)[O-])cc2C)cc1
    -4, ·, ·, 0.7, ·, ·, -2, -32
> CC(OC(=O)CCCC(=O)Nc1ccc(F)cc1)C(=O)c1ccccc1 (stereo not given)
    0, 4, -5, 0.0, -1, 9.4*, -6, -8
> CC(=O)c1cn(-c2ccc(Cl)cc2)c(=O)n(Cc2ccc(F)cc2)c1=O
    -1, ·, 10, 0.0, -5, -2.2, ·, 11
> COc1cccc(/C=N/NC(=O)c2cccs2)c1
    -5, 25, -3, 0.2, -18, -1.6, ·, 4
> CCS(=O)(=O)N1CCc2nc(-c3ccccc3)sc2C1
    -9, 13, 1, 0.3, -9, -0.1, 5, -6
> COCC(=O)N1CC[C@@H]2[C@@H](CO)Nc3ccc(C#Cc4ccccc4)cc3[C@@H]21
    -3, 4, 2, 0.0, -8, -1.4, 2, 0
> Nc1ccc(S(=O)(=O)c2ccc(N)nc2)cc1
    ·, -1, -1, 0.0, -1, -1.8, 14, -15
> CC(C)c1[nH]nc2c1C(c1ccc(F)cc1)N(Cc1ccccc1)C2=O (stereo not given)
    ·, ·, 1, 0.0, -16, 7.2, ·, -29
> C[C@@H]1CN([C@@H](C)CO)C(=O)c2cc(/C=C/c3ccccc3)cnc2O[C@H]1CN(C)Cc1cccc(C(=O)O)c1
    -5, 1, -1, -0.6, 11, -1.1, -1, 15
> CC1CCN(c2nc3c(cc2C#N)COC(C)(C)C3)CC1
    -32, 8, 5, 0.0, -8, 2.0, 0, -6
> CN(C(=O)c1ccc(C#N)cc1)c1nnc(-c2cnccn2)s1
    -5, 2, ·, -0.2, -16, -0.6, 3, 46*
> COC(=O)COc1c(Cl)cc(Cl)c2ccc(C)nc12
    -1, -8, 2, 0.1, -3, 2.7, 5, 8
> COc1ccc(NC(=O)c2sc(N3CCOCC3)nc2-c2ccccc2)c(OC)c1
    -10, ·, ·, 0.4, ·, ·, -5, -3
> O=C(C[C@@H]1C[C@@H]2c3cc(NC(=O)Cc4ccncc4)ccc3O[C@@H]2[C@@H](CO)O1)NCc1ccccn1
    ·, 3, ·, 0.2, ·, -1.6, ·, -27
> COc1ccccc1NC(=O)CCn1c(=O)sc2ccccc21
    -10, 5, 0, ·, -8, -1.6, 8, 10
> CCOC(=O)N1CCN(C(=O)c2ccc(Oc3ccc([N+](=O)[O-])cc3)cc2)CC1
    3, ·, -3, 0.0, -15, -0.1, ·, 2
> CN(C)c1oc(-c2ccccc2Cl)nc1C#N
    11, -8, 1, ·, 9, -5.5, 1, -3
> COc1ccc(NC(=S)NCc2ccc(S(N)(=O)=O)cc2)cc1OC
    -3, 0, 3, 0.1, 2, 3.3, 7, 10

Structures from the list above with a CF3 group:
Under each structure – ARNT TACC3 PPI, esBAF inh, ERAP1 HTS inh, XiGFP reactiv, RAD52 inh, F508del corr, RAD54 branch, GSIS activator
> CC(C)NC(=O)N(C)C[C@@H]1Oc2ncc(-c3cccc(C(F)(F)F)c3)cc2C(=O)N([C@H](C)CO)C[C@@H]1C
    2, -1, 0, -1.1, -4, -0.5, -3, 0
> FC(F)(F)c1cccc(N2CCC(N=CN3CCCCCC3)=N2)c1
    -1, 0, -3, 0.1, -17, 0.6, ·, 1

Source: PubChem
